Screens: PubChem BioAssay, National Center for Advancing Translational Sciences (NCATS)
TDP1 cell CPT – growth inhibition of DT40 Tdp1-/-;hTDP1 cells with camptothecin (screen for TDP1 inhibitors). Potency, µM (doses to about 46.2 µM), without a hit: top-dose activity change, negative = growth inhibition, usual class: inhibitors. chicken DT40 Tdp1-/-;hTDP1 cells + 20 nM CPT, ATP luminescence, 48 h. 420,000 compounds, 12% hits; note: nearly all actives have a fitted effect of over 55% in size
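Chicken DT40 Tdp1-/- cells stably complemented with human TDP1 were seeded at 400 cells/well in medium containing 20 nM camptothecin, exposed to pin-transferred compounds, and grown at 37 °C for at least 48 hr. Viability was read as ATP luminescence.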
DT40 TDP1 no CPT – qHTS for Inhibitors of human tyrosyl-DNA phosphodiesterase 1 (TDP1): qHTS in cells in absence of CPT; AID 686978, 2013; 420,000 compounds, 15% hits; DT40 Tdp1-/- hTDP1 cells, no CPT, ATP luminescence, 48 h; Potency, µM (doses to about 46.2 µM), without a hit: at the top dose activity change, negative = growth inhibition, actives largely listed as inhibitors; note: nearly all actives have a fitted effect of over 55% in size
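Cells were dispensed at 400 per well, compounds added by pin tool, plates incubated ≥48 hr at 37 °C, then CellTiter-Glo added for 30 min at room temperature before luminescence reading. Line: DT40 Tdp1-/- complemented with hTDP1; camptothecin omitted.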
KAT2A inh – inhibitors of human GCN5L2 histone acetyltransferase; Q92830; GCN5L2 HAT assay, ThioGlo1 CoA-SH fluorescence; Potency, µM (highest dose often 58.9 µM), without a hit: top-dose activity change, negative = inhibition, actives largely listed as inhibitors; 390,000 compounds, 0.21% hits; AID 504327
Target sequence (Q92830 whole entry, looked up): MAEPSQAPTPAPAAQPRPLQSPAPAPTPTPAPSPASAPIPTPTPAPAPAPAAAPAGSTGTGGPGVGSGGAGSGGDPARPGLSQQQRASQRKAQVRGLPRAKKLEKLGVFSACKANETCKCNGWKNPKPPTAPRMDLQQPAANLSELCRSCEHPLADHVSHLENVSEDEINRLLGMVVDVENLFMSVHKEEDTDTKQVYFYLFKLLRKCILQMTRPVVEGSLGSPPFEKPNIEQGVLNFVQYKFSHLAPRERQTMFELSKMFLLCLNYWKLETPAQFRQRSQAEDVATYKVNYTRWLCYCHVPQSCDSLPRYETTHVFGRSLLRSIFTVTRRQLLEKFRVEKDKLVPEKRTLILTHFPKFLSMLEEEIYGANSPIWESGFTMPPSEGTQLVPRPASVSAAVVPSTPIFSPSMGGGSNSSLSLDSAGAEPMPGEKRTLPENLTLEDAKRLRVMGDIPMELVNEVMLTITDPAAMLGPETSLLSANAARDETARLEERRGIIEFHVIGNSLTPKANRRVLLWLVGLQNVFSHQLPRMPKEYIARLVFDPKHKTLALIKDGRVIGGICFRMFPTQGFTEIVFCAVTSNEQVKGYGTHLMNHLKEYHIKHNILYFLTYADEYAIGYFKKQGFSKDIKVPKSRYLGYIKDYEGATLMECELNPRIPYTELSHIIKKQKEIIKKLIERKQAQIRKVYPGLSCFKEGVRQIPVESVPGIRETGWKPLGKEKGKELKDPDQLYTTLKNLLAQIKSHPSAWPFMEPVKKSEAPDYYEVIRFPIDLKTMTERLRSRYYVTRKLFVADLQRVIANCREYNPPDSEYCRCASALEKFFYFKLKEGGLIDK
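Titration-based screen in which CoA formation is detected via maleimide probe ThioGlo1 (50uM) turning fluorescent on thiol reaction; substrates H3(1-25) 75uM and acetyl-CoA 70uM, GCN5L2 20nM, 20 min incubation at room temperature.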
Active calls of the source: *; ? = inconclusive; . = not tested or not shown; & = joins results of further samples; [ ] = dose if it differs, or a comment. Calls come from the whole dose curve; as a rule, active = well fitted curve in the direction sought with a large enough effect; inconclusive = small, poorly fitted or top-dose-only effect, or another doubt; inactive = no such curve, though single readings can be large; an effect the other way counts as inactive or inconclusive. % is set by controls: 0 for no effect and ±100 for the full control effect; potency is the fitted concentration of half-maximal effect. The list is partial; the hit share may differ from the screen's.

Molecule,TDP1 cell CPT,DT40 TDP1 no CPT,KAT2A inh
Cc1ccc(S(=O)(=O)C[C@@H]2OC[C@H](C(C)C)N2S(=O)(=O)c2ccc(C)cc2)cc1,18.4µM*,16.4µM*,.
Cc1cc(-n2cc(Br)c(=O)[nH]c2=O)nc(-c2ccccc2)n1,-19.5%,-2.2%,-10.0%
C=CCN1C(=O)/C(=C/c2ccc(O)c(OC)c2)S/C1=N/c1nccs1,-20.0%,?,-15.4%
COc1ccc(CC(=O)N/N=C(/C)CC(=O)N(C)c2ccccc2)cc1,10.8%,-22.1%,-3.5%
CC(C)CC(=O)c1c[nH]c(C(=O)NCc2ccccc2)c1,12.3%,-0.7%,-10.6%
CN(C(=O)COC(=O)c1ccc([N+](=O)[O-])cc1N)c1ccccc1,5.7%,-4.8%,-3.0%
O=C(Cc1c(F)cccc1Cl)N1CCN(S(=O)(=O)c2cccs2)CC1,-1.8%,-1.0%,0.3%
COCCNC(=S)N1CCC(C(=O)c2ccc(Cl)cc2)CC1,?,?,.
COc1cc(OC)cc(C(=O)Nc2cccc3cccnc23)c1,?,?,-5.5%
Cc1cc2nc(-c3cccc(NC(=O)c4ccc(Br)o4)c3)oc2cc1C,-3.1%,-0.3%,-17.0%
COC(=O)c1sc(N2C(=O)c3oc4ccccc4c(=O)c3C2c2cccc(O)c2)nc1C (centres undefined),-9.8%,-9.0%,-12.1%
Cc1occc1-c1nnc(SCC(=O)Nc2ccccc2)n1C,-11.1%,-1.4%,-2.1%
COC(=O)C1CCCCN1Cc1ccc2c(c1)CN(C(=O)c1ccc(F)cc1)CCO2 (centres undefined),-3.9%[9.04 µM],-16.1%,.
Cc1cc(NC(=O)CCS(=O)(=O)c2cc(Br)cc3c2N(C(=O)C2CC2)CC3)ccc1Br,-11.8%,-18.3%,-4.2%
COc1ccccc1S(=O)Cc1ccc(C(=O)NCc2ccccc2Cl)o1 (centres undefined),16.4µM*,?,-4.3%
N#Cc1ccc(C(=O)N/N=C/c2cn(CC(=O)O)c3ccccc23)c(F)c1,-5.7%,-20.5%,-10.9%
CN(C)CC(=O)c1ccc(-c2ccccc2)cc1,-2.0%,-4.6%,-5.8%
Cc1n[nH]c(=O)nc1N1CCc2ccccc2C1,-3.5%,18.4µM*,.
Cc1ccccc1NC(=O)Cc1nc(COC(=O)CC(C)c2ccccc2)cs1 (centres undefined),-7.0%,?,-1.8%
O=C(Cn1c(=O)oc2ccccc21)Nc1ccc(F)cc1,-13.5%,-5.0%,-5.4%
CC(=O)Nc1cccc(NS(=O)(=O)c2ccc3c(c2)CCC(=O)N3)c1,-13.9%,-2.1%,.
CCn1cc(C(=O)N[C@@H](CCSC)C(=O)NCCCn2ccnc2)c(=O)c2cc3c(cc21)OCO3,2.4%,3.5%,3.0%
COc1ccc(-n2nc(C(=O)NCC(=O)N3CCN(c4ccccc4F)CC3)c3ccccc3c2=O)cc1OC,?,13µM*,-1.8%
CS(=O)(=O)Nc1ccc(C2=NN(S(C)(=O)=O)C(c3cccs3)C2)cc1 (centres undefined),-4.9%,6.3%,-4.2%
COc1ccc(N(CC(=O)Nc2c(C)cccc2C)S(=O)(=O)c2ccccc2[N+](=O)[O-])c(OC)c1,0.1%,-15.2%,2.3%
Cc1ccc(N2CCN(C(C(=O)Nc3c(C)cccc3C)c3ccccc3OC(F)(F)F)CC2)cc1 (centres undefined),?,?,.
Cc1ccc(N2C(=O)CCSC23C(=O)N(Cc2ccccc2)c2ccccc23)cc1F (centres undefined),20.6µM*,11.6µM*,26.8%
CC(Cc1ccco1)NC(=O)c1cccc(S(=O)(=O)N(C)C)c1 (centres undefined),-14.2%,-8.2%,-0.4%
CCOc1ccc(NC(=S)NNC(=O)c2ccc(Br)cc2)cc1,-9.0%,?,-2.6%
CCOCCCNC(=O)C1CCN(Cc2cccc(OCc3ccccc3)c2)CC1,?,?,1.3%

Structures listed so far that contain an aryl methoxy group (six):
Molecule,TDP1 cell CPT,DT40 TDP1 no CPT,KAT2A inh
C=CCN1C(=O)/C(=C/c2ccc(O)c(OC)c2)S/C1=N/c1nccs1,-20.0%,?,-15.4%
COc1ccc(CC(=O)N/N=C(/C)CC(=O)N(C)c2ccccc2)cc1,10.8%,-22.1%,-3.5%
COc1cc(OC)cc(C(=O)Nc2cccc3cccnc23)c1,?,?,-5.5%
COc1ccccc1S(=O)Cc1ccc(C(=O)NCc2ccccc2Cl)o1 (centres undefined),16.4µM*,?,-4.3%
COc1ccc(-n2nc(C(=O)NCC(=O)N3CCN(c4ccccc4F)CC3)c3ccccc3c2=O)cc1OC,?,13µM*,-1.8%
COc1ccc(N(CC(=O)Nc2c(C)cccc2C)S(=O)(=O)c2ccccc2[N+](=O)[O-])c(OC)c1,0.1%,-15.2%,2.3%

The list continues:
Molecule,TDP1 cell CPT,DT40 TDP1 no CPT,KAT2A inh
O=C(c1cccs1)N(Cc1cc2ccccc2[nH]c1=O)c1ccccc1,13µM*,10.3µM*,1.5%
CCn1c(=O)c(C(=O)Nc2nc3ccccc3[nH]2)c(O)c2ccccc21,2.91µM*,2.59µM*,-5.4%
Cc1ccc(-c2nc(-c3ccccn3)no2)cc1Cl,?,11.6µM*,-14.8%
COc1cc(OC)cc(C(=O)NC2CCCCCCC2)c1,-0.7%,?,-13.1%
COc1ccc(CCNC(=O)CSc2nc3c(c(=O)n(C)c(=O)n3C)n2C(C)C)cc1OC,-9.7%,-9.4%,-0.4%
c1cc2nnnn2nc1N1CCCCCC1,-2.2%,-2.2%,-8.3%
O=C(CSC1=NCCS1)NC(NC(=O)CSC1=NCCS1)c1ccccc1,-2.0%,-28.1%,-11.1%
O=C(/C=C/c1ccc2c(c1)OCO2)c1ccccn1,23.1µM*,18.4µM*,-9.1%
COc1ccc(N2CCN(C(CNC(=O)C(=O)NCc3cccs3)c3ccco3)CC2)cc1 (centres undefined),-1.9%,20.9%,-3.1%
CC(C)CNC(=O)c1cc(S(=O)(=O)N2CCOCC2)ccc1N1CCCC1,1.1%,5.5%,-4.6%
COc1ccc(C(CNC(=O)c2ccc(NS(=O)(=O)c3ccc4c(c3)OCCO4)cc2)N(C)C)cc1 (centres undefined),?,?,-5.9%
O=S(=O)(Nc1nc2ccccc2nc1N1CCN(c2ccccc2)CC1)c1ccc(F)cc1,-29.0%,?,-11.2%
CCCCCCCn1ccc(O)c(CC(=O)OC)c1=O,-5.8%,-4.7%,-6.2%
Cc1ccccc1SCc1noc(C(=O)NCC2CCCO2)c1C(=O)O (centres undefined),-3.7%,7.2%,-10.0%
CCC(C(=O)NCc1cccnc1)n1nc(C)n2c(cc3occc32)c1=O (centres undefined),2.0%,18.4%,0.8%
O=C(Nc1ccc(Cl)cc1)Nc1cccc2nsnc12,?,29.1µM*,-5.1%
COc1ccc(-c2cnc(C)o2)cc1S(=O)(=O)Nc1ccc(C)c(F)c1,2.59µM*,2.59µM*,2.1%
Cn1cnc(S(=O)(=O)Nc2ccc(OC(F)F)cc2)c1,6.2%,-1.2%,2.4%
CCCN(Cc1ccccc1)C(=O)Nc1ccc2c(c1)nnn2C,-8.9%,-6.7%,-1.4%
C[C@@H](C(=O)Nc1ccccc1N1CCOCC1)N1C(=O)C2CCCCC2C1=O (some centres undefined),-0.2%,-6.8%,2.1%
COC(=O)Cc1[nH]nc2c1C(c1c[nH]c3ccccc13)C(C#N)=C(N)O2 (centres undefined),-1.0%,-22.9%,-11.7%
CSc1ccccc1-c1nnc(-c2ccc(Cl)cc2)o1,?,?,-3.2%
Oc1cc(Br)ccc1C=Nc1ccc(N2CCCCC2)cc1,-26.4%,16.8%,-19.2%
O=C(O/N=C/c1ccc(Br)cc1)c1ccc(F)cc1,-6.2%,-5.2%,.
COc1ccc(OC)c(C(=O)CSc2nccc(-c3ccc(Br)cc3)n2)c1,?,29.1µM*,-2.0%
COc1ccc(OC)c(-n2nnnc2SCC(=O)Nc2ccccc2OC)c1,?,-25.3%,1.2%
O=C(O)CC(SCC(=O)NC1CCCc2ccccc21)C(=O)O (centres undefined),-1.2%,23.4%,-0.3%
CCOC(=O)c1c(S(=O)(=O)N2CCCC(C(=O)N3CCN(c4ccccc4)CC3)C2)c(C)n(C)c1C (centres undefined),14.6µM*,?,-5.5%
COc1ccc2c(c1)Sc1ccccc1N2CCN(C)C,?,-22.9%,-1.9%
CCSC(C)CC1C/C(=N/O)c2c(CC)noc2C1 (centres undefined),?,?,-2.0%

Further results.
The line under a structure holds: TDP1 cell CPT	DT40 TDP1 no CPT	KAT2A inh
- CCc1nc2cc(C(=O)N(C)C3CCOC3)cc(NC(=O)c3ccccc3OC)c2n1C (centres undefined)
 : -2.8%[9.04 µM]	-19.5%	.
- Cc1ccc(N2C(=O)C3C4C=CC(CC4)C3C2=O)c([N+](=O)[O-])c1 (centres undefined)
 : 12.2%	0.2%	-16.2%
- CSc1nnc(SCC#N)s1
 : 17.6%	-2.5%	-0.3%
- CC1(C)C2CCC1(CS(=O)(=O)N1CCC(C(N)=O)CC1)C(=O)C2 (centres undefined)
 : -7.9%	2.4%	-2.6%
- CCOC(=O)C1(CCc2ccccc2)CCN(Cc2ccc(OC)cc2)CC1
 : -14.4%	9.4%	-9.2%
- Cc1ccc(C(=O)Nc2ccc(Cl)cc2C(F)(F)F)c(Cl)c1
 : -25.1%	-19.4%	0.8%
- COc1ccc(-c2nc3cnc(N4CCOCC4)nc3n(Cc3cccs3)c2=O)cc1
 : -23.0%	-2.3%	-1.2%
- Cc1ccc(-c2nc(NC(=O)CSc3nnc4scc(-c5ccccc5)n34)ns2)cc1
 : 18.4µM*	20.6µM*	-12.3%
- CCSc1nc(C2CC2)cc(-c2ccco2)c1C#N
 : -12.2%	?	-11.3%
- Clc1ccc(OCc2nnc3n2N=C(c2ccc4c(c2)OCCO4)CS3)c(Cl)c1
 : 9.2µM*	11.6µM*	-3.5%
- CCC1C/C(=C\c2cccnc2)C(=O)/C(=C/c2cccnc2)C1 (centres undefined)
 : 3.26µM*	4.61µM*	0.0%
- c1ccc(C(c2nnnn2C2CCCC2)N2CCN(c3nc4ccccc4s3)CC2)cc1 (centres undefined)
 : ?	?	-5.7%
- COC(=O)c1cccc(NC(=S)Nc2cc(Cl)ccc2OC)c1
 : 5.0%	?	-12.2%
- COC(=O)Cc1ccc(NC(=S)NCCC(C)C)cc1
 : -1.8%	-6.6%	-7.0%
- COc1cccc(-c2csc(N3CCN(C(=S)Nc4cccc(C)c4)CC3)n2)c1
 : -29.4%	?	-0.7%
- O=C1NC(=O)C(c2ccc(Cl)cc2)N1 (centres undefined)
 : -9.0%	19.5%	6.2%
- Oc1ccc(/C=N/N=C/c2ccc(O)cc2)cc1
 : -12.2%	-2.1%	-3.8%
- COc1ccccc1CNC(=O)c1cc(C)nn1-c1ccccc1
 : 2.4%	11.6%	-29.3%
- O=Cc1cc(N=Nc2ccc(S(=O)(=O)O)cc2)ccc1O
 : 3.5%	-5.1%	.
- Cc1cccc(C(=O)NNc2ncnc3c2cnn3-c2ccc(C)cc2C)c1
 : 23.1µM*	?	2.5%
- CCN(CC)CCN(C)C(=O)c1ccc(OC2CCN(C(=O)C3CC3)CC2)cc1
 : -3.4%	-11.2%	0.0%
- CCC(C)C(Nc1ccc(C(=O)OC)cc1[N+](=O)[O-])C(=O)OC (centres undefined)
 : -1.6%	0.4%	-2.4%
- Cc1cccc(NS(=O)(=O)c2cc(C(=O)NCCC3=CCCCC3)ccc2Cl)c1
 : ?	?	0.0%
- COc1ccc(C2c3cc(OC)c(OC)cc3CC(=O)N2c2ccc(C)c(F)c2)cc1 (centres undefined)
 : 3.26µM*	3.66µM*	-8.3%
- COc1cccc(NC(=O)CN2C(=O)NC(Cc3c[nH]c4ccccc34)C2=O)c1 (centres undefined)
 : ?	-25.4%	2.1%
- Oc1c(C(c2ccc(Cl)cc2)N2CCCC2)sc2nc(-c3ccco3)nn12 (centres undefined)
 : -12.8%	-16.2%	-20.1%
- CC(=O)c1cc2c(cc1NC(=O)C1CC1)OCO2
 : -13.4%	?	1.1%
- OC(CN1CCOCC1)CN1CCOCC1
 : -2.7%&-3.0%	-5.2%&-0.9%	-7.7%
- COC(=O)C1CSC(c2ccc(Cl)cc2)N1C(=O)c1ccccc1 (centres undefined)
 : 20.6µM*	18.4µM*	-1.5%
